Assay outcomes from PubChem.
ERG-DNA inh: ERG Ets/DNA interaction inhibition; P11308; fluorescence polarization, His-ERG Ets domain / labelled DNA; Potency, µM (doses to about 76.9 µM), inactives show at the highest dose FP activity, negative = inhibition, usual class: inhibitors; actives 0.028% (n = 370,000); active = well fitted inhibition curve with a large enough effect in the polarisation, with a control signal flat; inconclusive = small, poorly fitted or top-dose-only effect, or effect the other way, or a change in a side signal; inactive = no such curve, though single readings can be large or run the other way; the % refers to the polarisation;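 also: polarization taken with two DNA probes labelled with fluorescein and Texas red; potency is read from the fitted curve at half-maximal effect; % of control where 0% means no effect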
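His-tagged ERG Ets domain (1 uM in the protein solution; 300mM KCl, 50mM Tris-HCl, 1mM EDTA, 1mM DTT, pH 7.5) received compound, then a probe mix of 5 nM fluorescein-DNA and 100nM Texas-615-DNA. Fluorescence polarization was read for both dyes.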
LDHA inh: inhibitors of human lactate dehydrogenase A; purified LDHA, NADH/diaphorase-resazurin fluorescence; stronger effect = lower value; activity change, % (values are at about 110 or 230 µM); actives 0.15% (n = 480,000); AID 1347041; in the data active = activity change below about -30%; inconclusive = mostly about -25% to -30%;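 also: plate controls were DMSO wells for no effect and wells without enzyme for full effect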
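Human LDH5 at 2 nM final in Tris HCl pH 7.4 with 0.06 mM NADH and 0.2 mM pyruvate, reacted 5 minutes at room temperature. Remaining NADH coupled via diaphorase/resazurin; resorufin fluorescence read at 0 and 20 minutes, normalized to enzyme-free and DMSO wells.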
APEX1 inh: blocks human APE1 abasic DNA cleavage; recombinant APE1, TAMRA/BHQ-2 abasic DNA cleavage fluorescence; Potency, µM (top dose mostly 65.8 µM), for the others: top-dose activity change, negative = inhibition, actives largely listed as inhibitors; actives 0.35% (n = 350,000);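 also: potency is read from the fitted curve at half-maximal effect; plate controls were vehicle for no effect and reference inhibitor for full effect; nearly all actives have a fitted effect of over 55% in size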
Target sequence (P27695 whole entry, looked up): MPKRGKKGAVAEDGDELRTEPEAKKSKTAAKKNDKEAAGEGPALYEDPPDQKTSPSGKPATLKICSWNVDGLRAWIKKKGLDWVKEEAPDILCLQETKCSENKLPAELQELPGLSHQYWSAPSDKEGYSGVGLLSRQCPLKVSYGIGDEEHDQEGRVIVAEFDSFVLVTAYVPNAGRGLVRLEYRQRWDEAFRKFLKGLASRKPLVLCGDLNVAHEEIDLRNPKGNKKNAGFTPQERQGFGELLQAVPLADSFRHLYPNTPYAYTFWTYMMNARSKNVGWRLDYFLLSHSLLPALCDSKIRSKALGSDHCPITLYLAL
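Readout is kinetic fluorescence (ex 525, em 598 nm) from cleavage of 50 nM TAMRA/BHQ-2 THF abasic duplex by 0.75 nM APE1, compound added 15 min beforehand at RT.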
RGS4 inh: blocks human RGS4-accelerated GTP hydrolysis | Transcreener GDP fluorescence polarization, RGS4-accelerated GTP hydrolysis | Potency, µM (doses to about 114 µM), for the others: top-dose activity change, negative = inhibition, hits mostly inhibitors | AID 504845 | actives 0.039% (n = 390,000) | P49798; also: potency is read from the fitted curve at half-maximal effect; % is scaled to controls: 0 for no effect and ±100 for the full control effect; nearly all actives have a fitted effect of over 75% in size; some results filed as inactive show a strong effect at the top dose
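MLSMR compounds (23 nl, pin-transferred) preincubated 10 min at room temperature with a 500nM (2x) first reagent, then RGS4 at 900nM (2x) plus Transcreener GDP mix added; fluorescence polarization (620/688 nm) read before and after 90 min at 30 °C.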
12-LOX inh: blocks human arachidonate 12S-lipoxygenase | Potency, µM (highest dose often 108 µM), for the others: at the top dose activity change, negative = inhibition, hits mostly inhibitors | purified 12hLO, xylenol orange hydroperoxide absorbance | actives 1.1% (n = 580,000) | P18054; also: potency is read from the fitted curve at half-maximal effect; % is scaled to controls: 0 for no effect and ±100 for the full control effect
Target sequence (P18054 whole entry, looked up): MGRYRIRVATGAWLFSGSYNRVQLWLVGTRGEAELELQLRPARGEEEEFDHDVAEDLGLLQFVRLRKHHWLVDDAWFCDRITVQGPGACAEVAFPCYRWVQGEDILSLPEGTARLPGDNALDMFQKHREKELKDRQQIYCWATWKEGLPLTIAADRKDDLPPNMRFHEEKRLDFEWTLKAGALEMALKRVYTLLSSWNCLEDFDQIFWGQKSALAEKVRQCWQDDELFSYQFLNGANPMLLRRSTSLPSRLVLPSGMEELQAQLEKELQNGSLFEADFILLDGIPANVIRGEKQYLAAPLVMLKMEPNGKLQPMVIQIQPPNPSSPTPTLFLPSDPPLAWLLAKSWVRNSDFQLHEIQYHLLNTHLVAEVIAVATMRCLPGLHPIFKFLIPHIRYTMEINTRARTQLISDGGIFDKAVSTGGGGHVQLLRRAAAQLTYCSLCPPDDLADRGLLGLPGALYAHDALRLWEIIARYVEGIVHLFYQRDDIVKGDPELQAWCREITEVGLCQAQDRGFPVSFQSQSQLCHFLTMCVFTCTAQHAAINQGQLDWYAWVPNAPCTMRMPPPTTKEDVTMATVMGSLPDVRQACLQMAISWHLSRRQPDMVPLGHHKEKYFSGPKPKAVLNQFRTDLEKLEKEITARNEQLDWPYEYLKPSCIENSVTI
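Hydroperoxide product was detected by ferrous iron/xylenol orange as the 573 to 405 nm absorbance ratio. Arachidonic acid at 40 uM (final) was turned over for 30 min at room temperature by 150 nM human 12hLO, pH 7.0 Hepes buffer, after 15 min compound preincubation.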
Anesthetic bind: binds horse apoferritin like a general anesthetic; Potency, µM (top dose mostly 77.5 µM), for the others: top-dose activity change, negative = displacement, usual class: inhibitors; P02791; apoferritin/1-aminoanthracene competitive binding, fluorescence; actives 0.074% (n = 350,000); also: potency is read from the fitted curve at half-maximal effect; % is scaled to controls: 0 for no effect and ±100 for the full control effect; nearly all actives have a fitted effect of over 20% in size
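Steps: apoferritin (10 uM) was premixed with half-saturated 1-AMA in PBS, compounds were pin-transferred, plates stood 10 min at room temperature, fluorescence was read at 380/535 nm, and curves were fitted with a Hill equation.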
POLH inh: blocks human DNA polymerase eta activity | actives 1.2% (n = 390,000) | recombinant Pol eta, fluorescent DNA replication assay | Potency, µM (highest dose often 114 µM), inactives show top-dose activity change, negative = inhibition, hits mostly inhibitors | AID 588591 | Q9Y253; also: potency is read from the fitted curve at half-maximal effect; % is scaled to controls: 0 for no effect and ±100 for the full control effect
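Fluorescent replication assay: 50 nM final substrate added after a 15 min room-temperature compound preincubation with 10 nM enzyme. Signal taken at 0 min and again at 10 min.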
Pol kappa inh: DNA polymerase kappa (human) inhibition | purified Pol kappa, fluorescent DNA synthesis assay, 10 min | Potency, µM (top dose mostly 107 µM), without a hit: at the highest dose activity, negative = inhibition, usual class: inhibitors | AID 588579 | Q9UBT6 | actives 0.53% (n = 400,000); also: potency is read from the fitted curve at half-maximal effect; % is scaled to controls: 0 for no effect and ±100 for the full control effect
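Inhibition of 10 nM Pol kappa is measured by a fluorescent read-out at 0 and 10 min following addition of 50 nM substrate (final), with a 15-min room-temperature compound preincubation.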
POLB inh: DNA polymerase beta (human) inhibition; P06746; Pol beta primer extension/strand displacement, fluorescence kinetic; Potency, µM (series often up to 114 µM), for the others: top-dose activity change, negative = inhibition, most hits filed as inhibitors; actives 1.3% (n = 340,000); AID 485314; also: potency is read from the fitted curve at half-maximal effect; % is scaled to controls: 0 for no effect and ±100 for the full control effect
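Kinetic readout of DNA synthesis with strand displacement by Pol beta. Compound and 10 nM enzyme sit 15 min at room temperature; 50 nM substrate starts the reaction, read immediately and at 10 min.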
An asterisk follows results filed as active; [ ] = remark or other dose. Unless noted, calls follow the shape of the dose curve; as a rule, active = well fitted curve in the direction sought with a large enough effect; inconclusive = small, poorly fitted or top-dose-only effect, or another doubt; inactive = no such curve, though single readings can be large; an effect the other way counts as inactive or inconclusive.

Cc1ccc(-c2csc3ncnc(N4CCN(S(=O)(=O)c5cccs5)CC4)c23)cc1 was read as ERG-DNA inh 6%, LDHA inh -7, APEX1 inh -9%, RGS4 inh -1%, POLH inh -11% and Pol kappa inh -7%.
For O=C(COc1ccc2ccccc2c1Br)N1CCOCC1 the results were ERG-DNA inh -10%, LDHA inh 0, APEX1 inh 15%, RGS4 inh -12%, 12-LOX inh 0%, Anesthetic bind 0%, POLH inh -5%, Pol kappa inh 2% and POLB inh 0%.
Screening C[C@@H]1CCC[C@H](C)N1NC(=O)c1ccc(Cl)c(S(N)(=O)=O)c1 returned ERG-DNA inh -9%, LDHA inh -12, APEX1 inh 16%, RGS4 inh 0%, 12-LOX inh 10%, Anesthetic bind 8%, POLH inh -12%, Pol kappa inh -20% and POLB inh -2%.
Screening COc1ccccc1/C=N/NC(=O)CCn1cnc2ccccc21 returned ERG-DNA inh 14%, LDHA inh -14, APEX1 inh -1%, RGS4 inh 40%, 12-LOX inh 6%, Anesthetic bind 1%, POLH inh -12%, Pol kappa inh -8% and POLB inh -21%.
For O=C(NCc1ccncc1)C1CCCN(S(=O)(=O)c2cc(Cl)ccc2Cl)C1 (stereo not given) the results were ERG-DNA inh 7%, LDHA inh -2, APEX1 inh 24%, RGS4 inh -4%, 12-LOX inh 2%, POLH inh -5% and Pol kappa inh 8%.
`CN(Cc1ccccc1)S(=O)(=O)c1ccc(NC(=S)NC(=O)C2CCCC2)cc1` gave ERG-DNA inh 14%, LDHA inh -1, APEX1 inh -8%, RGS4 inh -22%, 12-LOX inh inconclusive, Anesthetic bind -14%, POLH inh -9%, Pol kappa inh -2% and POLB inh 17%.
For COC(=O)c1cccc(CN2C(=O)SC(Nc3ccccc3)C2=O)c1 (stereo not given) the results were ERG-DNA inh 3%, LDHA inh -6, APEX1 inh 3%, RGS4 inh -27%, 12-LOX inh 0%, Anesthetic bind -15%, POLH inh -29%, Pol kappa inh -4% and POLB inh 7%.
For CCOC(=O)CSc1nnc(NC(=O)c2cccc(S(=O)(=O)N3CCCCCC3)c2)s1 the results were ERG-DNA inh -3%, LDHA inh -13, APEX1 inh 1%, RGS4 inh -5%, 12-LOX inh -9%, Anesthetic bind -10%, POLH inh -11%, Pol kappa inh -10% and POLB inh 1%.
For CN1CCC(OC(=O)c2cc3cc(Cl)cc(Cl)c3oc2=O)CC1 the results were ERG-DNA inh 46%[activator], LDHA inh -1, APEX1 inh 12%, RGS4 inh -20%, 12-LOX inh inconclusive, Anesthetic bind -15%, POLH inh -7%, Pol kappa inh -21% and POLB inh 3%.
`Cc1cccc(NC(=O)/C(C#N)=C/c2ccco2)c1` gave ERG-DNA inh 0%, LDHA inh -5, RGS4 inh 11%, 12-LOX inh -26%, Anesthetic bind 3%, POLH inh -1%, Pol kappa inh -12% and POLB inh -24%.
For O=[N+]([O-])c1cc(S(=O)(=O)N2CCCCC2)ccc1NCCCN1CCOCC1 the results were ERG-DNA inh -3%, LDHA inh -9, APEX1 inh -1%, RGS4 inh -13%, 12-LOX inh 17%, Anesthetic bind -21%, POLH inh -2%, Pol kappa inh -5% and POLB inh 0%.
Screening COC(=O)c1ccc(OC)c(Cn2c(=O)n(C)c(=O)c3ccccc32)c1 returned ERG-DNA inh -1%, LDHA inh -8, APEX1 inh 39%, RGS4 inh -2%, 12-LOX inh 1%, Anesthetic bind -11%, POLH inh 0%, Pol kappa inh 3% and POLB inh 2%.
Screening CCOC(=O)c1nn(-c2ccc(F)cc2)c(-c2ccccc2)c1C(=O)c1ccccc1 returned ERG-DNA inh 7%, LDHA inh -4, APEX1 inh -6%, RGS4 inh 12%, 12-LOX inh 8%, Anesthetic bind -16%, POLH inh -18%, Pol kappa inh -11% and POLB inh 2%.
For O=S(=O)(Nc1cc(S(=O)(=O)N2CCOCC2)ccc1NCC1CCCO1)c1ccc(F)cc1 (stereo not given) the results were ERG-DNA inh inconclusive, LDHA inh 0, APEX1 inh -10%, RGS4 inh inconclusive, 12-LOX inh -13%, POLH inh -13% and Pol kappa inh 3%.
Screening Cc1ccc(NC(=S)N(Cc2cccc(Br)c2)CC2CCC(C(=O)O)CC2)cc1Cl (stereo not given) returned ERG-DNA inh -3%, LDHA inh -7, APEX1 inh 1%, RGS4 inh -10%, 12-LOX inh inconclusive, Anesthetic bind -11%, POLH inh -8%, Pol kappa inh -1% and POLB inh 21%.

Fetched one by one from above (3):
For O=[N+]([O-])c1cc(S(=O)(=O)N2CCCCC2)ccc1NCCCN1CCOCC1 the results were ERG-DNA inh -3%, LDHA inh -9, APEX1 inh -1%, RGS4 inh -13%, 12-LOX inh 17%, Anesthetic bind -21%, POLH inh -2%, Pol kappa inh -5% and POLB inh 0%.
For O=C(NCc1ccncc1)C1CCCN(S(=O)(=O)c2cc(Cl)ccc2Cl)C1 (stereo not given) the results were ERG-DNA inh 7%, LDHA inh -2, APEX1 inh 24%, RGS4 inh -4%, 12-LOX inh 2%, POLH inh -5% and Pol kappa inh 8%.
For CCOC(=O)CSc1nnc(NC(=O)c2cccc(S(=O)(=O)N3CCCCCC3)c2)s1 the results were ERG-DNA inh -3%, LDHA inh -13, APEX1 inh 1%, RGS4 inh -5%, 12-LOX inh -9%, Anesthetic bind -10%, POLH inh -11%, Pol kappa inh -10% and POLB inh 1%.

Additional compounds follow:
`CCOc1cc(C(=O)NCC(=O)N/N=C/c2sccc2C)cc(OCC)c1OCC` gave ERG-DNA inh -7%, LDHA inh -10, APEX1 inh 2%, RGS4 inh 13%, 12-LOX inh 0%, Anesthetic bind inconclusive, POLH inh -1%, Pol kappa inh -19% and POLB inh 11%.
For O=C(Nc1nc(-c2cc3ccccc3oc2=O)cs1)c1ccco1 the results were ERG-DNA inh 1%, LDHA inh -14, APEX1 inh 6%, RGS4 inh -22%, 12-LOX inh -17%, Anesthetic bind -3%, POLH inh inconclusive, Pol kappa inh -9% and POLB inh 8.9µM*.
CC(=O)n1cc(/C=N/NC(=O)c2ccc(Cl)cc2)c2ccccc21 was read as ERG-DNA inh 8%, LDHA inh -7, APEX1 inh -5%, RGS4 inh -29%, 12-LOX inh inactive, Anesthetic bind -3%, POLH inh -14%, Pol kappa inh -5% and POLB inh 27%.
For COc1ccc(OC)c2[nH]c(C(=O)N/N=C/c3ccccc3O)cc12 the results were ERG-DNA inh 7%, LDHA inh 2, APEX1 inh 2%, RGS4 inh -6%, 12-LOX inh 5%, Anesthetic bind -4%, POLH inh -5%, Pol kappa inh -4% and POLB inh -27%.
For Cc1ccccc1NC(=O)Cc1nc(COC(=O)c2cccc([N+](=O)[O-])c2)cs1 the results were ERG-DNA inh -6%, LDHA inh -2, APEX1 inh 56%[activator], RGS4 inh -24%, 12-LOX inh -18%, Anesthetic bind -20%, POLH inh -13%, Pol kappa inh -2% and POLB inh 6%.
Screening Cc1ccc(S(=O)(=O)N2CCOCC2)cc1C(=O)NC1CCSc2ccccc21 (stereo not given) returned ERG-DNA inh 5%, LDHA inh -4, APEX1 inh 26%, RGS4 inh -10%, 12-LOX inh 2%, Anesthetic bind -10%, POLH inh -9%, Pol kappa inh -9% and POLB inh -3%.
For CCOc1ccc(N2C(=O)CC(NCC#N)C2=O)cc1 (stereo not given) the results were ERG-DNA inh 1%, LDHA inh -8, APEX1 inh -1%, RGS4 inh -6%, 12-LOX inh -4%, Anesthetic bind -5%, POLH inh -7%, Pol kappa inh -19% and POLB inh 20%.
`CNC(=O)C(=O)NCC1CCCN1S(=O)(=O)c1cccs1` (stereo not given) gave ERG-DNA inh 8%, LDHA inh -4, APEX1 inh -5%, RGS4 inh -14%, 12-LOX inh inconclusive, POLH inh -21% and Pol kappa inh 4%.
For CCc1cccc(C)c1NC(=O)Cn1c(=O)cc(C)c2c(C)nn(-c3cccc(F)c3)c21 the results were ERG-DNA inh 5%, LDHA inh -6, RGS4 inh -1%, 12-LOX inh -1%, Anesthetic bind 6%, POLH inh -6%, Pol kappa inh 0% and POLB inh 52%.
CCN(CC(=O)Nc1c(F)cccc1F)C(=O)Cc1ccc2c(c1)CCC2 was read as ERG-DNA inh 9%, LDHA inh -5, APEX1 inh -8%, RGS4 inh -44%, 12-LOX inh inconclusive, POLH inh 9% and Pol kappa inh -3%.
`CC(C)c1nnc(NC(=O)C2CCN(C(=O)Nc3ccccc3)CC2)s1` gave ERG-DNA inh -6%, LDHA inh -2, APEX1 inh 21%, RGS4 inh -10%, 12-LOX inh inconclusive, Anesthetic bind -5%, POLH inh -13%, Pol kappa inh -18% and POLB inh 2%.
`COc1ccc(-c2cn(-c3ccccc3)nc2C(=O)O)cc1OC` gave ERG-DNA inh 2%, LDHA inh -12, APEX1 inh 18%, RGS4 inh 17%, 12-LOX inh -1%, Anesthetic bind -10%, POLH inh -3%, Pol kappa inh -2% and POLB inh 32%.

Only part of the results is shown, so the mix of outcomes need not match the whole.
